# Compound activity deposited in PubChem by Broad Institute.
# F508del corr – CFTR F508del correction in bronchial cells. CFBE cells, YFP halide quenching; stimulated with forskolin plus potentiator P3; % fluorescence drop versus neutral controls. activity (quench increase), % at 7.58 µM. 0.36% of 350,000 active. AID 720511;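 active means mean added fluorescence quench of at least 8% versus neutral control, with both replicates also reaching 8%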;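 further: cells transiently co-express mutant CFTR-F508del with the halide-sensitive YFP; corrector assay measuring rescue of mutant channel to the surface after 24 h compound exposure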
# INS-1E GSIS act – primary screen for activators of insulin secretion dependent on glucose, INS-1E cells, GLuc reporter luminescence; activation, % at 16.6 µM; INS-1E GLuc reporter insulin secretion, 2-3 h; 0.61% of 370,000 active; AID 743287;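 active means lowest replicate activation of at least 40%, so every replicate reaches that level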;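 further: 0% = median of neutral control wells and 100% = median of IBMX positive control wells; some compounds called inactive have numbers as strong as hits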
# esBAF inh – SWI/SNF esBAF complex inhibition. mouse ES cells, Bmi1-luciferase knock-in reporter, 24 h; 100% = twice the neutral-well signal. reporter increase, % at 12.5 µM. 2% of 350,000 active; in the data active means activation above about 40%;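 further: 0% = median of the plate's neutral control wells and 100% = double that signal; a rise in the Bmi1 reporter signal indicates esBAF inhibition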
# RAD52 inh – RAD52 (human) annealing inhibition; P43351; recombinant RAD52 DNA annealing, FRET fluorescence; inhibition, % at 18.7 µM; 0.46% of 360,000 active; AID 651710;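 active means every replicate showing at least 50% inhibition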
# Target sequence (P43351 whole entry, looked up): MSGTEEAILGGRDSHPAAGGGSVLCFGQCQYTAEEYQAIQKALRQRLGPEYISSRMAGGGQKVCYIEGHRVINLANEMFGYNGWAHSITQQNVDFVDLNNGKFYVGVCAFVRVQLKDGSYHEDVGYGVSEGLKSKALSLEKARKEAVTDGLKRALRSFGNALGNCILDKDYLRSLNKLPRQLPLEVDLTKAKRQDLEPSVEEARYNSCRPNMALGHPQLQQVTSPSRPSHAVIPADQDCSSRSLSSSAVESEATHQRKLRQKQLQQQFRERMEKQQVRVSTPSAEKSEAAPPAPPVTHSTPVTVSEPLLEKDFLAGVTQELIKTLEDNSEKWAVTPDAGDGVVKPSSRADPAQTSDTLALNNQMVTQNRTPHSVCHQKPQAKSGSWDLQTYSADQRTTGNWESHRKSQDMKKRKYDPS
# ARNT TACC3 PPI – disrupts binding between human ARNT and TACC3; AlphaScreen His-ARNT PAS-B/GST-TACC3 binding, luminescence; TACC3 fragment carries E629A point mutation; AID 623870; 0.66% of 390,000 active; Q9Y6A5; inhibition, % at 9.99 µM;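 active means mean inhibition of replicates at least 50% and at least half of replicates each reaching 50%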;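 further: 0% = complete ARNT plus TACC3 wells and 100% = ARNT alone without TACC3; many hits fall short of the cut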
# Xi reactivation – activators of X-chromosome reactivation in mouse fibroblasts; XiGFP mouse fibroblasts, % GFP-positive cells imaging, 3 d; cells co-treated with 5-aza-dC sensitizer; scaled so ellipticine positive control = 100%; activation, % at 7.58 µM; 0.055% of 360,000 active;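 active means mean normalized replicate activation at least 10% and every replicate at or above 10%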;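 further: 0% = median of on-plate neutral control wells and 100% = ellipticine 6 µM median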
#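 System: 68-5-11 XiGFP fibroblast line; Timing: 3 days compound exposure; Compound dosing: one concentration, pinned; Benchmarks: positive control ellipticine, 6 µM final; Buffer or medium: DMEM containing 5-aza-dC.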
# RAD54 inh – inhibitors of human RAD54 branch migration; Q92698; RAD54 Holliday junction branch migration, FAM/BHQ fluorescence; inhibition, % at 10.4 µM; 0.14% of 360,000 active; AID 602329;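 active means mean normalized replicate activity at least 40 and at least half of replicates scoring 40 or more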;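 further: 0% = median of neutral control wells and 100% = median of positive control wells; inhibitors cause a drop in the FAM fluorescence signal; in these data hits start at about 50%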
# ERAP1 inh – ERAP1 (human) enzyme inhibition; Q9NZ08; recombinant ERAP1, Leu-AMC fluorescence, 60 min; inhibition, % at 10.7 µM; 0.15% of 340,000 active;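 active means mean replicate inhibition of at least 30%, or all replicates individually reaching that 30% level; inactive means mean below 30% and not every replicate reaching it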;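 further: 0% = neutral control wells and 100% = L-leucinethiol positive control wells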
# * = called active by the depositor; nt = no result given; & = joins results of further samples. The list is partial. The share of hits here may be higher or lower than overall.
SMILES,F508del corr,INS-1E GSIS act,esBAF inh,RAD52 inh,ARNT TACC3 PPI,Xi reactivation,RAD54 inh,ERAP1 inh
CCC(=O)N1CC(=O)Nc2ccc(Br)cc2C1c1ccccc1 (centres undefined),-0.4,5,7,-7,nt,-0.1,-6,-1
CCOC(=O)[C@]12Cc3cc(OC)ccc3[C@H]1N(C(C)C)C(=O)c1cc(OC)ccc12,4.7,33,nt,-6,nt,0.5,nt,nt
Cc1ccc(NC(=O)c2cn(CCC#N)nc2-c2ccc3c(c2)OCCO3)c([N+](=O)[O-])c1,nt,12,nt,-1,-3,0.1,nt,5
O=c1[nH]c(=S)n(Cc2ccc(F)cc2)c(O)c1/C=N/N1CCCCC1,nt,-3,2,-20,-6,0.0,nt,1
COc1nc2ccccc2c(=O)n1-c1ccc(Cl)cc1,0.6,6,nt,4,-6,0.1,nt,-2
OC[C@H]1[C@H]2c3ccccc3NC[C@H]2N1Cc1cccnc1,-0.4,4,-2,-8,4,0.2,2,-1
CCCCCCCn1c(=O)c(C(=O)Nc2cnccn2)c(O)c2ccccc21,-1.6,1,nt,-13,-8,0.0,1,2
CC(C)N1CCN(c2ccc(O)cc2)CC1,nt,-2,nt,83*,5,0.3,19,-2
C#CC1(OC(=O)c2ccccc2)CC(C)N(C)CC1C (centres undefined),-7.0,-8,-3,-3,-7,0.0,-10,-2
Cc1ccc(N=C(N(C)C)P(=O)(N(C)C)N(C)C)cc1,0.6,14,nt,-12,-24,0.1,nt,-1
O=P(Oc1ccc(-c2ccccc2)cc1)(N1CC1)N1CC1,9.9*,nt,4,-15,1,0.1,-6,0
CC1=CC2OC3CC4OC(=O)C=CC=CC(C(C)O)OCC(O)C(C)CC(=O)OCC2(CC1O)C4(C)C31CO1 (centres undefined),1.6,-34,nt,-1,-6,-0.2,nt,-5
COC(=O)C1=C(c2ccc(OC(F)(F)F)cc2)C[C@@H]2CC[C@H]1N2C(=O)NCCOc1ccccc1Cl,2.4,-31,1,-6,-1,0.0,9,-2
Fc1ccc(CN2CCN(c3ccc(Cl)cc3)CC2)cc1,0.0,5,nt,-53,nt,0.0,nt,12
C/C=C/c1ccc([C@@H]2[C@@H](CO)N3CCCCN(C(=O)Cc4cccnc4)C[C@@H]23)cc1,0.4,4,-3,-10,-9,0.2,-2,-1
O=C(O)c1ccccc1-c1ccc(C=C2C(=O)N(c3ccccc3)C(=S)N(c3ccccc3)C2=O)o1,1.3,-14,-3,-105,2,0.1,-13,7
CN1Cc2cnnn2-c2ccccc2C1C#N (centres undefined),2.8,12,7,-7,5,0.2,-9,-6
O=C(N=Nc1c(O)[nH]c(=O)[nH]c1=O)C1COc2cc3ccccc3cc2O1 (centres undefined),0.4,9,nt,-10,nt,0.0,nt,-5
CCCNC(=O)[C@H]1[C@H](CO)[C@H]2Cn3c(cccc3=O)[C@H]2N1C,nt,8,-1,9,-2,1.9,3,3
C[C@]12C[C@@H](O)[C@H](O)CC1=CCC1C2CC[C@]2(C)C(=O)CCC12 (some centres undefined),-1.8,4,12,-2,21,0.1,8,0

# Just Xi reactivation and esBAF inh (three entries from above):
canonical_smiles,Xi reactivation,esBAF inh
CCC(=O)N1CC(=O)Nc2ccc(Br)cc2C1c1ccccc1 (centres undefined),-0.1,7
C#CC1(OC(=O)c2ccccc2)CC(C)N(C)CC1C (centres undefined),0.0,-3
COC(=O)C1=C(c2ccc(OC(F)(F)F)cc2)C[C@@H]2CC[C@H]1N2C(=O)NCCOc1ccccc1Cl,0.0,1

# Next part.
SMILES,F508del corr,INS-1E GSIS act,esBAF inh,RAD52 inh,ARNT TACC3 PPI,Xi reactivation,RAD54 inh,ERAP1 inh
N=c1c[n+](C2CCCCC2)[n-]o1,-0.7,-2,-3,-14,-12,0.4,-10,-1
COc1ccc(-n2c(/C=C/c3ccc(O)c(O)c3)nc3ccccc3c2=O)cc1,3.0,-11,-2,-46,1,0.2,-9,0
O=c1[nH]c(=S)[nH]c(O)c1N=Nc1cc2c(cc1[N+](=O)[O-])OCO2,-0.3,-6,-9,-12,6,0.0,6,12
C=CCn1c(O)c(C(C)=NCCCn2ccnc2)c(=O)[nH]c1=O,-0.9,nt,nt,2,84*,0.0,nt,-2
CC(C)CCNC(=O)c1cc(C(=O)c2cc(F)ccc2O)cn(CCC(C)C)c1=O,-1.7,5,-4,-9,-1,0.0,nt,0
CCOC(=O)C1=C(N)OC2=C(C(=O)CC(C)(C)C2)C12C(=O)Nc1ccccc12 (centres undefined),nt,5,-3,-2,2,nt,-7,2
O=c1c([N+](=O)[O-])cn(O)cc1[N+](=O)[O-],-1.9,7,nt,-4,6,0.0,nt,-1
Cc1nn(C)c(C)c1P(=S)(c1c(C)nn(C)c1C)N(C)C,-0.8,-5,0,8,2,nt,-7,-7
CSc1ncc(/C=C2/C(=O)NC(=O)N(c3ccc(Cl)cc3)C2=O)cn1,-1.3,-5,-6,-84,-2,0.2,nt,-1
COC(=O)[C@@H]1[C@@H](CO)[C@@H]2Cn3c(ccc(C4=CCCC4)c3=O)[C@H]1N2Cc1ccccn1,nt,7,-4,-50,7,0.3,0,1
OC(CNCCc1c[nH]c2ccccc12)C(F)(F)F (centres undefined),-0.5,-17,0,-23,-18,0.0,1,2
CC1C(c2ccccc2)OC(=O)N1C (centres undefined),2.2,19,-1,-5,-14,-0.1,0,-1
CCN(CC(=O)Nc1ccc(C#N)c(Cl)c1)CC(=O)NC(C)(C)C,-1.9,5,-2,-13,0,-0.1,-3,5
O=C1NC(=O)N(CC2CCCO2)C(=O)/C1=C/c1cccs1 (centres undefined),0.4,5,-4,-33,-6,0.1,nt,5
CC=C(CC)C1(CC)C(=O)NC(=S)NC1=O,0.1,18,nt,-6,5,-0.2,nt,4
O=C(Nc1ccccc1)c1c(O)[nH]c(=O)[nH]c1=O,-2.2,-5,0,-27,-1,-0.3,-4,-5
N#Cc1cccc(-c2ccc([C@@H]3[C@H]4CN(C(=O)Cc5ccccc5)CCCCN4[C@H]3CO)cc2)c1,-1.0,-30,nt,-30,-3,0.2,2,-1
CCOC(=O)Cc1csc(NC(=O)c2c(O)c3ccccc3n(CCC(C)C)c2=O)n1,0.9,1,nt,-18,15,0.5,nt,2
O=C1NC(=O)C(=Cc2c(Cl)cccc2Cl)C(=O)N1,8.7*,8,nt,-2,-8,0.8,nt,4
N#Cc1cccc(-c2ccc([C@@H]3[C@H]4CN(C(=O)Cc5ccncc5)CCCCN4[C@H]3CO)cc2)c1,-0.2,16,nt,-28,-2,0.0,-4,1
CC(=O)[C@H]1CC[C@H]2[C@@H]3CC[C@H]4C[C@H](O)CC[C@]4(C)[C@H]3C(=O)C[C@]12C,-2.4,nt,-3&3,7,10&-4,-0.1,-20&-3,-3
COC(=O)C1=C(c2ccc(Cl)c(C(F)(F)F)c2)C[C@@H]2CC[C@H]1N2C(=O)NCCO,-3.2,-13,-4,-13,-5,0.4,-4,0
CCOC(=O)c1ccccc1N,-2.8,4,-8,-8,-4,nt,1,1
CC[C@H]1c2ccccc2[C@@H]2CC[C@H]1N2c1ccccc1,4.8,-24,nt,-7,nt,0.1,nt,1
COc1ccccc1-n1c(O)c(C=NC2CC2)c(=O)[nH]c1=O,nt,4,-2,-18,4,nt,-10,3
CCCC(=O)c1c(O)[nH]c(=O)[nH]c1=O,1.0,15,-4,-8,-25,nt,-5,-1
COC(=O)C1=C(c2ccc3ccccc3c2)C[C@@H]2CC[C@H]1N2C,1.7,0,0,-7,0,-0.1,5,-2
CC(NCC#Cc1ccccc1)C(O)c1ccccc1 (centres undefined),1.9,15,nt,7,-5,-0.1,nt,3
O=C(NCCN1CCC2(CC1)C(=O)NCN2c1ccccc1)c1ccc(F)cc1F,-2.9,nt,nt,1,nt,0.1,nt,-3
CCC(=NCCCn1ccnc1)c1c(O)n(-c2ccc(OC)cc2)c(=O)[nH]c1=O,-0.4,nt,nt,-14,-4,0.3,nt,-2
CCOc1cc2c(cc1OCC)-n1cccc1C(c1cccc(F)c1F)NC2 (centres undefined),0.1,-11,-2,-6,4,0.0,1,2
COC(=O)C1=C(c2cccc(C#N)c2)C[C@@H]2CC[C@H]1N2C(=O)NCCOc1ccccc1Cl,-1.2,3,8,-6,0,-0.2,7,nt
COC(=O)C1=CO[C@@H](C)[C@@H]2CN(CCc3c[nH]c4ccccc34)CC[C@H]12,-2.3,-9,14,-10,-12,nt,2,nt
COc1ccc(-c2cc(=Nc3cccc(C(=O)O)c3)c3cc(C)ccc3o2)cc1,1.1,6,nt,0,-15,-0.1,nt,3
O=P(CCl)(Nc1ccccc1)C(Cl)(Cl)Cl (centres undefined),2.1,2,nt,-6,0,0.1,nt,-1
Cc1cc(/C=C2\C(=O)NC(=O)N(C)C2=O)c(C)n1-c1ccc2c(c1)OCO2,nt,8,7,nt,1,nt,3,nt
CC(C)OP(=O)(Oc1ccc(C(O)C(Cl)(Cl)Cl)cc1)OC(C)C (centres undefined),2.0,-18,nt,4,5,1.7,-2,-3
COc1nc2ccccc2nc1N1CCN(C)CC1,2.3,-3,-2,1,-6,0.3,3,3
CNC(=O)N(C)c1ccc(C(O)(C(=O)OC)C(F)(F)F)cc1 (centres undefined),-1.6,nt,-8,-10,-2,0.0,13,nt
C[C@@H]1O[C@@H](O[C@H]2C[C@@H](O)[C@]3(CO)[C@@H]4C(CC[C@]3(O)C2)[C@@]2(O)CC[C@H](C3COC(=O)C3)[C@@]2(C)C[C@H]4O)[C@H](O)[C@H](O)[C@H]1O (some centres undefined),-3.2,nt,-6,-1,-5,0.2,3,-2
O=C(c1cccc(C(F)(F)F)c1)N1C[C@H]2C[C@@H](C1)c1cccc(=O)n1C2,-0.7,10,-7,-4,5,nt,-2,-1
O=c1c2ccccc2nc(-c2ccoc2)n1-c1ccccc1Cl,nt,33,1,nt,2,nt,3,nt
Cc1cc(-c2ccccc2)cc(C)[n+]1Cc1ccccc1,-0.6,-32,-51,-9,-12,0.0,7,1
CC(=NCc1ccc2c(c1)OCO2)c1c(O)n(-c2ccc(C)cc2)c(=O)[nH]c1=O,-1.6,nt,nt,-24,2,0.1,nt,nt
Cn1cccc1CNCCc1ccccc1F,nt,6,-2,nt,2,nt,6,nt
O=C(O)c1nonc1-c1nonc1C(=O)O,-1.4,5,-11,-20,-2,nt,-11,-1
Cc1ccc(N)cc1N,-2.2,17,-1,1,nt,nt,3,-1
Cc1cccc(-c2nc3ccc(C(=O)N4CCC5(CC4)OCCO5)cc3nc2-c2cccc(C)c2)c1,0.2,-8,-10,-3,10,0.2,1,3
CCOC(=O)c1c(C)n(Cc2ccc(F)cc2)c2ccc(O)cc12,3.2,-10,nt,-5,0,0.0,11,1
COc1ccccc1-n1c(O)c(/C=N/NC(=S)Nc2ccccc2)c(=O)[nH]c1=S,-1.4,-5,nt,-65,19,0.3,-14,5
COc1ccc(CNC(C)Cc2cccs2)cc1 (centres undefined),1.3,0,nt,-14,-13,0.1,nt,-4
CC[C@H]1CN(C)C[C@@]2(C(=O)OC)Cc3c([nH]c4ccccc34)C(=O)C[C@@H]12,-3.3,14,-1,-38,-2,nt,-9,-2
O=C1NCN(c2ccccc2)C12CCN(C(c1ccnc3ccccc13)c1nnnn1Cc1ccccc1)CC2 (centres undefined),-0.7,-1,-8,-14,nt,0.0,0,nt
O=c1c2ccccc2nc(-c2ccccc2Cl)n1-c1cccc(O)c1,-1.4,30,-3,-16,-3,0.3,-4,1
COC(=O)C1=C(c2ccc(OC)c(OC)c2)C[C@@H]2CC[C@H]1N2C(=O)N1CCCCC1,-1.7,2,5,-4,2,0.1,-8,-1
